# DRD3 antagonist = blocks the human D3 dopamine receptor; max response, negative = inhibition, %; D3R cells, DiscoveRx beta-arrestin luminescence, antagonist mode; active compounds read low; 360,000 compounds, 2.5% hits; P35462; AID 652054; in the data active = max response below about -50%; inconclusive = no clear call, values can overlap the other calls; also: % is scaled to controls: 0 for no effect and ±100 for the full control effect; mostly tested at two doses, the higher about 12 µM
# Target sequence (P35462 whole entry, looked up): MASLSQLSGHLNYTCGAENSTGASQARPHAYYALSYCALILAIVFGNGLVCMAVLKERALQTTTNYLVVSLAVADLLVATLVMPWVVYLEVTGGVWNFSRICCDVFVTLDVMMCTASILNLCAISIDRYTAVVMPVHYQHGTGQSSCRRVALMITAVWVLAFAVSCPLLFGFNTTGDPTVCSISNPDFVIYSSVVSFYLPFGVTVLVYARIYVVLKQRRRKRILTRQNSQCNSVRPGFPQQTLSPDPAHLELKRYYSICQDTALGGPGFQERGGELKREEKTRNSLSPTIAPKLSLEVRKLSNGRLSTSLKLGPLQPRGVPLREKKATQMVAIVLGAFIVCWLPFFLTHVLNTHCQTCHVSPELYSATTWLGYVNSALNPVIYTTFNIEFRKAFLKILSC
#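 Cells expressing the human receptor were seeded at 1500 cells/well, incubated overnight at 37 degrees C in 5% CO2, then exposed to library compounds with dopamine controls for 90 minutes at 37 degrees C before luminescent detection.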
# Akt phos inh = blocks phosphorylation of Akt; Neuro2A IGF-stimulated pAkt S473 HTRF, 20 min; active compounds read low; activity change, % for hits at 50 µM; 360,000 compounds, 0.32% hits; AID 651550; in the data active = activity change below about -80%; inconclusive = mostly about -51% to -80%; also: % is scaled to controls: 0 for no effect and ±100 for the full control effect
#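 Neuro2A cells (4,500/well, DMEM with 0.5% FBS) were treated with compound at a single 50 µM final concentration, stimulated with 6 nM IGF for 20 min at 37 °C, and lysed. Phospho-Akt Ser473 was read by HTRF as 665/615 ratio ×10^4.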
# GLP1R ag = agonists of human GLP-1 receptor. HEK293 GLP-1R CRE-luciferase, luminescence, 4-6 h; cells express a hypersensitive GLP-1R form. Potency, µM (doses to about 45.6 µM), without a hit: at the highest dose activation, hits mostly activators. 380,000 compounds, 0.007% hits; also: potency is read from the fitted curve at half-maximal effect; % of control where 0% means no effect
# FUS yeast rescue = rescues growth of FUS-expressing yeast. AID 1347120. 390,000 compounds, 0.24% hits. Potency, µM (doses to about 76.6 µM), for inactives: at the top dose growth rescue (activation), actives largely listed as activators. S. cerevisiae FUS-expressing, growth rescue, OD600, 24 h;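 also: potency is read from the fitted curve at half-maximal effect; plate controls were DMSO vehicle for no effect and reference control for full effect; nearly all actives have a fitted effect of over 55% in size; some results filed as inactive show a strong effect at the top dose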
#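 Toxicity suppression screen in FUS-yeast. Cells induced with 2% galactose, starting OD 0.005, treated 24hr at 30C with compounds at multiple final concentrations; growth by OD600.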
# TDP43 rescue = inhibitors of TDP-43 toxicity in yeast. TDP-43 expressing yeast growth rescue, BacTiter-Glo, 24 h. Potency, µM (highest dose often 46.1 µM), inactives show top-dose growth rescue (activation), most hits filed as activators. AID 652104. 410,000 compounds, 1.8% hits; also: potency is read from the fitted curve at half-maximal effect; % of control where 0% means no effect; nearly all actives have a fitted effect of over 50% in size
#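 Cell-based yeast growth screen: TDP-43 expression induced in galactose, inoculum OD600=0.02 after raffinose pregrowth to mid-log. Read-out BacTiter-Glo luminescence at 24 hr, 30 deg C; inhibition of toxicity seen as signal increase.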
# PTHR1 ag = PTHR1 (human) receptor agonism. Potency, µM (top dose mostly 115 µM), for the others: at the highest dose activation, most hits filed as activators. AID 743266. 410,000 compounds, 0.075% hits. HEK293 GP2 PTHR1 cells, GloSensor cAMP luminescence, 1 h. Q03431; also: potency is read from the fitted curve at half-maximal effect; nearly all actives have a fitted effect of over 55% in size; some results filed as inactive show a strong effect at the top dose; inactives centre near -15; many of its hits are not listed in these tables
# Target sequence (Q03431 whole entry, looked up): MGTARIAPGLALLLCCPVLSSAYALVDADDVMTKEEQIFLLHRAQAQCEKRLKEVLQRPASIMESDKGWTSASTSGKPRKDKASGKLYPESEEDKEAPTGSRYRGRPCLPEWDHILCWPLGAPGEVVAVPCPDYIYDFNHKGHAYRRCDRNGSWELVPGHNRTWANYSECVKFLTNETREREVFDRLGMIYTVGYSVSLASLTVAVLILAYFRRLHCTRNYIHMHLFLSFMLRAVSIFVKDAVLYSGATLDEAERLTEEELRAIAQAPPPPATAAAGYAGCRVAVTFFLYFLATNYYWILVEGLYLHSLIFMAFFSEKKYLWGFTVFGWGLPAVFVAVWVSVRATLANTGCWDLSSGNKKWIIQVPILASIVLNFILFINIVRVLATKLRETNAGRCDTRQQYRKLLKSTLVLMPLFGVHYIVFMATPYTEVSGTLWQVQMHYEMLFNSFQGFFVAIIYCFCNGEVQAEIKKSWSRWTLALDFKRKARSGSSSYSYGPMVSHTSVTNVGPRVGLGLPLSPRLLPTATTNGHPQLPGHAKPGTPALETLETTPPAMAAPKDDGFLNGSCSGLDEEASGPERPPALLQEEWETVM
#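 HEK-293-derived GP2 cells expressing PTHR1 and a GloSensor cAMP reporter, 3,000/well, plated overnight, given luciferin plus IBMX (each 0.5 mM as added) for 1 h at 37 °C, then compound for 1 h at 37 °C. Luminescence was read after 15 min at room temperature.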
# Abeta rescue = A-beta toxicity reversal in yeast; yeast expressing A-beta42, growth rescue, OD600, 48 h; response scale: 0% DMSO, 100% iron-clioquinol control; Potency, µM (series often up to 46.1 µM), inactives show top-dose growth rescue, most hits filed as activators; 410,000 compounds, 0.063% hits; AID 1347071; also: potency is read from the fitted curve at half-maximal effect; nearly all actives have a fitted effect of over 55% in size
#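 Growth rescue measured by 600 nm absorbance after 48 h yeast culture at 30 C with compound. Values normalized between DMSO and an equimolar ferric chloride plus clioquinol control.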
# aSyn yeast inh = inhibitors of alpha-synuclein toxicity in yeast | AID 652106 | Yeast expressing alpha-synuclein, growth rescue, BacTiter-Glo, 24 h | Potency, µM (series often up to 46.1 µM), inactives show at the top dose growth rescue (activation), most hits filed as activators | 370,000 compounds, 0.14% hits; also: potency is read from the fitted curve at half-maximal effect; % of control where 0% means no effect; nearly all actives have a fitted effect of over 65% in size
#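 Screening used galactose-induced yeast with toxic alpha-synuclein levels, exposed to compound for 24 hr at 30 deg C. Cell growth, read with BacTiter-Glo luminescence, gave the measured signal.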
# GLP1R inv ag = acts as inverse agonist at human GLP-1 receptor. 410,000 compounds, 1.6% hits. Potency, µM (top dose mostly 38.3 µM), for the others: top-dose activity change, negative = inhibition, hits mostly inhibitors. HEK293 GLP-1R CRE-luciferase, luminescence, 24 h; GLP-1R form is constitutively active. P43220; also: potency is read from the fitted curve at half-maximal effect; % is scaled to controls: 0 for no effect and ±100 for the full control effect; nearly all actives have a fitted effect of over 55% in size
#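 Luminescence readout: a drop in cAMP-driven luciferase signal flags inverse agonism at a constitutively active GLP-1R stably expressed in HEK293. Compound exposure lasted 24 hr at 37 deg C, 5% CO2.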
# * = called active by the depositor; i = inactive; u = inconclusive; x = no result given; & = joins results of further samples; [ ] = dose if it differs, or a comment. Unless noted, calls follow the shape of the dose curve; as a rule, active = well fitted curve in the direction sought with a large enough effect; inconclusive = small, poorly fitted or top-dose-only effect, or another doubt; inactive = no such curve, though single readings can be large; an effect the other way counts as inactive or inconclusive. These rows are one share of the data (hit frequency here may not be typical).
Structure	aSyn yeast inh	FUS yeast rescue	DRD3 antagonist	GLP1R ag	TDP43 rescue	Akt phos inh	PTHR1 ag	Abeta rescue	GLP1R inv ag
CS(=O)(=O)Nc1cccc(NC(=O)C2Cc3c(-c4cccc(C(N)=O)c4)ccnc3O2)c1 (configuration not stated)	-1%	3%	-29	1%	8%	i	13%	-12%	15%
O=C(CCc1nnc(CCCc2ccccc2)o1)NCCCC1CCCC1	16%	23%	8	17%	8%	i	-30%[inhibitor]	-7%	u
Cc1c(C(=O)N2CCN(c3cccc(Cl)c3)CC2)cccc1[N+](=O)[O-]	23%	36%	17	0%	22µM*	i	-26%	u	-17%
CC1(C)CN(c2ccc(C(=O)c3ccccc3)cc2)C1=O	1%	-8%	-22	-10%	-10%	i	-19%	-9%	-16%
COc1ccc(CNC(=O)CCN2C(=O)c3ccccc3C2=O)cc1	1%	-22%	15	-1%	9%	i	-40%	-6%	4%
CC(C(=O)N(C)C1CCCCC1)N1CCC(C(N)=O)CC1 (configuration not stated)	1%	13%	4	6%	-7%	i	-11%	-3%	-14%
CCOC(=O)c1cccc(NC(=O)c2oc3c(c2C)-c2[nH]ncc2CC3)c1	x	13%	x	x	-12%	x	-22%	-20%	9%
COc1ccc(C(=O)OCC(=O)N2CCC(C)CC2)cc1S(=O)(=O)N1CCOCC1	5%	-4%	15	-5%	17%	i	i	2%	8%
Cc1cccc(-c2nc(CSc3nc4c(c(=O)[nH]3)CCC4)c(C)o2)c1	4%	-9%	235	4%	20%	i	-53%[inhibitor]	0%	26%
COc1ccc(OC)c(-n2c(-c3cc(-c4ccc(F)cc4)n[nH]3)n[nH]c2=S)c1	1%	30%	-81*	5%	8%	i	i	26%	60%[activator]
COc1ccc(S(=O)(=O)N2CCOCC2)cc1NC(=O)COc1ccc(C)cc1	-8%	x	-2	10%	-1%	i	-9%	-11%	-1%
CC(=O)c1c(C)[nH]c(C(=O)COC(=O)c2c(-c3ccccc3)noc2C)c1C	3%	x	26	1%	13%	i	-15%	7%	-10%
CC(C)c1ccc(NC(=O)CNS(=O)(=O)c2ccc(F)cc2)cc1	11%	-10%	9	3%	1%	i	-62%[inhibitor]	2%	u
COc1ccc(/C=C2\N=C3CCCCCN3C2=O)cc1OC	-6%	23%	6	u	30%	i	-13%	-4%	66%[activator]
COc1ccc(CC(=O)NCc2ccc3c(c2)CCN3C(=O)c2cccc(C)c2)cc1	x	u	x	x	u	x	-78%[inhibitor]	-9%	u

# Part of the list above, reformatted:
> COc1ccc(C(=O)OCC(=O)N2CCC(C)CC2)cc1S(=O)(=O)N1CCOCC1
- aSyn yeast inh: 5%
- FUS yeast rescue: -4%
- DRD3 antagonist: 15
- GLP1R ag: -5%
- TDP43 rescue: 17%
- Akt phos inh: i
- PTHR1 ag: i
- Abeta rescue: 2%
- GLP1R inv ag: 8%
> Cc1cccc(-c2nc(CSc3nc4c(c(=O)[nH]3)CCC4)c(C)o2)c1
- aSyn yeast inh: 4%
- FUS yeast rescue: -9%
- DRD3 antagonist: 235
- GLP1R ag: 4%
- TDP43 rescue: 20%
- Akt phos inh: i
- PTHR1 ag: -53%[inhibitor]
- Abeta rescue: 0%
- GLP1R inv ag: 26%

# The listing picks up; the two compounds before the break are reprinted first.
Structure	aSyn yeast inh	FUS yeast rescue	DRD3 antagonist	GLP1R ag	TDP43 rescue	Akt phos inh	PTHR1 ag	Abeta rescue	GLP1R inv ag
COc1ccc(/C=C2\N=C3CCCCCN3C2=O)cc1OC	-6%	23%	6	u	30%	i	-13%	-4%	66%[activator]
COc1ccc(CC(=O)NCc2ccc3c(c2)CCN3C(=O)c2cccc(C)c2)cc1	x	u	x	x	u	x	-78%[inhibitor]	-9%	u
Cc1ccc(-c2nc(NC(=O)CSc3cc(C)c4ccccc4n3)ns2)cc1	-2%	-15%&-12%	-2	6%	6%&12%	i	14%&-5%	-4%&10%	3%&-8%
Cc1ccc(OCC(=O)NNC(=O)C(C)Sc2ncnc3sc(C)c(C)c23)cc1 (configuration not stated)	5%	26%	7	5%	u	i	-19%[57.5 µM]	19%	0%
O=C(CCCn1c(=O)[nH]c2ccsc2c1=O)Nc1ccc(F)cc1	-1%	-16%	20	1%	4%	i	i	6%	31%
CC(=O)Nc1ccc(NC(=S)Nc2ccc(F)cc2)cc1	-2%	11%	4	5%	-8%	i	-10%	-12%	-17%
CC(C)[C@H](NC(=O)c1ccccc1F)C(=O)OCC(=O)NC(=O)NC1CCCCC1	2%	u	6	4%	4%	i	-28%	6%	u
COc1ccccc1NC(=O)Cn1c(=O)n(-c2ccccc2Cl)c(=O)c2sc3ccccc3c21	x	-15%	x	-1%	14%	x	-15%	-4%	15%
COc1ccc(S(=O)(=O)N2CCCCC2)cc1NC(=O)c1ccc(C)cc1	2%[1.84 µM]	-6%	3	9%	16%	i	-20%	4%	5%
Cc1ccc2[nH]c3c(c2c1)CCc1cn[nH]c1-3	-38%[inhibitor]	34%	52	13%	u	x	-30%[57.5 µM]	-91%[inhibitor]	-4%
CCOC(=O)C1CCCN(C(=O)C2CCN(Cc3nc(-c4ccc(Cl)cc4)oc3C)CC2)C1 (configuration not stated)	-1%	24%	-28	12%	-3%	i	-33%[inhibitor]	4%	u
Cc1ccccc1Cn1c(Oc2ccccc2F)nc2c1c(=O)n(C)c(=O)n2C	x	-28%	x	x	-18%	x	i	-14%	7%
CCN1C(=O)[C@H]2[C@@H](c3ccc(SC4CCCCC4)c(OC)c3)N3CCCC[C@@]3(C(=O)OC)[C@H]2C1=O	u	u	-1	-3%	-2%	i	i	24%	u
COc1ccc(-c2ccc3[nH]c4c(c3c2)CCN2C(=O)[C@@H]([C@H](C)O)[C@@H](N(C)C(=O)Nc3cc(Cl)cc(Cl)c3)C[C@@H]42)cc1	1%	u	-12	-5%	0%	i	-16%	-7%	u
Cc1cccc(C(=O)NNC2=CC(=O)CC(C)(C)C2)c1O	-10%	23%	-17	1%	-13%	i	-11%	-25%	7%
COc1cc(C(=O)NCCc2ccccc2)ccc1OCC(=O)N1CCOCC1	-2%	-3%	-1	-6%	9%	i	-37%[inhibitor]	10%	8%
COc1ccc(C(=O)NCCC(=O)N2CCC3(CC2)NCCc2[nH]cnc23)cc1	-2%	9%	0	-4%	9%	i	-21%	11%	2%
CN1CCCN(C(=O)Cc2c(Cl)cccc2Cl)c2nc3ccccc3nc21	8%	21%	7	1%	22µM*	i	-4%	-18%	u
COc1ccc(-c2cc(C(=O)N3CCN(C(c4ccccc4)c4ccccc4)CC3)no2)cc1OC	9%	27%	13	-12%	-2%	i	-23%[57.5 µM]	-1%	0%
COc1cccc(-c2cnc(C(O)c3c(C)cc(C)cc3C)[nH]2)c1 (configuration not stated)	-1%	-14%	0	0%	-1%	i	i	-19%	-11%
Cc1ccccc1Nc1ncnc(N)n1	0%	-9%	10	0%	-6%	i	i	12%	-4%[7.66 µM]
S=C(NCCC(c1ccccc1)c1ccccc1)Nc1cccc(Cl)c1	-1%	-25%	3	-4%	27%	i	-17%[57.5 µM]	9%	11µM*
Cc1n[nH]c(C)c1S(=O)(=O)N1CCCC(C(=O)NCc2ccc(F)cc2)C1 (configuration not stated)	-1%	-15%	-7	9%	21%	i	-15%	8%	-15%
Cc1c(C(C)NC(=O)c2ccc3nc(Cc4ccccc4F)oc3c2)cnn1C (configuration not stated)	5%	14%	4	11%	2%	i	1%	5%	-1%
CCc1nc2c(OCc3ccc(C(F)(F)F)cc3)cccn2c1N(C)C(C)=O	-1%	8%	-29	10%	16%	i	-32%[inhibitor]	-11%	-23%
O=C(/C=C/c1ccc(Br)cc1)c1ccco1	10%	-7%	-29	9%	u	i	-30%	-18%	-29%
O=C(N/N=C/c1ccc([N+](=O)[O-])o1)c1ccccc1-n1cccc1	10%	-8%	5	14%	6%	i	-43%[inhibitor]	-12%	8%

# Ordered by the number under GLP1R inv ag (ascending): 3 from the list above
mol	GLP1R inv ag
O=C(/C=C/c1ccc(Br)cc1)c1ccco1	-29%
CCc1nc2c(OCc3ccc(C(F)(F)F)cc3)cccn2c1N(C)C(C)=O	-23%
Cc1c(C(C)NC(=O)c2ccc3nc(Cc4ccccc4F)oc3c2)cnn1C (configuration not stated)	-1%

# Reformatted with values under each structure: three of the compounds above
# Results follow in this order: aSyn yeast inh	FUS yeast rescue	DRD3 antagonist	GLP1R ag	TDP43 rescue	Akt phos inh	PTHR1 ag	Abeta rescue	GLP1R inv ag
CCc1nc2c(OCc3ccc(C(F)(F)F)cc3)cccn2c1N(C)C(C)=O
    -1%	8%	-29	10%	16%	i	-32%[inhibitor]	-11%	-23%
O=C(/C=C/c1ccc(Br)cc1)c1ccco1
    10%	-7%	-29	9%	u	i	-30%	-18%	-29%
O=C(N/N=C/c1ccc([N+](=O)[O-])o1)c1ccccc1-n1cccc1
    10%	-8%	5	14%	6%	i	-43%[inhibitor]	-12%	8%

# From PubChem
